p97 inhibitor = inhibitors of human p97 ATPase, primary screen, biochemical; Transitional endoplasmic reticulum ATPase (Homo sapiens), P55072; recombinant p97 ATPase, Kinase-Glo ATP luminescence, 3 h; inhibition, % at 8 µM; actives 0.42% (n = 220,000); AID 1481, 2009; in the data active = inhibition above about 15%;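 also: 0% = DMSO vehicle and 100% = wells lacking enzyme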
S1P4 ag = S1P4 receptor agonists, primary screen, cell-based; Sphingosine 1-phosphate receptor 4 (Homo sapiens), O95977; S1P4-expressing cell line, agonist reporter assay; activation, % at 4.98 µM; actives 0.35% (n = 220,000); AID 1509, 2009; in the data active = activation above about 11%;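 also: 0% = DMSO vehicle and 100% = reference agonist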
EP2 antag = human EP2 receptor antagonists, primary screen, TR-FRET cAMP, C6 glioma cells; Prostaglandin E2 receptor EP2 subtype (Homo sapiens), P43116; C6 glioma cells expressing human EP2; cells stimulated with saturating PGE2; inhibition, % at 25 µM; actives 0.52% (n = 260,000);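 active = percent inhibition above 40 after rounding to a whole number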;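 also: rat C6 glioma host cells with rolipram phosphodiesterase inhibitor present; the protocol text gives 20 µM as final concentration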
Target sequence (P43116 whole entry, looked up): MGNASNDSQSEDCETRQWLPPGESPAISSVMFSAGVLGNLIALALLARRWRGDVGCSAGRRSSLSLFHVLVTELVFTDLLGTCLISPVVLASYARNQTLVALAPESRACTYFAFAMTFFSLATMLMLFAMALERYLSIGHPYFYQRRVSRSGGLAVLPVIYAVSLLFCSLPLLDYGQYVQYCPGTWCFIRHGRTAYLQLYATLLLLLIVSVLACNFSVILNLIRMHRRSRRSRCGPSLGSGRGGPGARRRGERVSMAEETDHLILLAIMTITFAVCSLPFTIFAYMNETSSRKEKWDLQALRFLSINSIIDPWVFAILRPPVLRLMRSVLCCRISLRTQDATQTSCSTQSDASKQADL
NPY Y1 blocker = NPY-Y1 receptor antagonists, primary screen, cell-based; Neuropeptide Y receptor type 1 (Homo sapiens), P25929; actives 1% (n = 200,000); inhibition, % at 3.6 µM; HEK293-CNG Y1 cells, membrane potential fluorescence; NPY at EC95, then isoproterenol;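 active = inhibition above the campaign mean inhibition of all tested compounds plus 3 SD, cut at about 20% in these data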;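 also: 0% = DMSO wells given NPY plus isoproterenol and 100% = isoproterenol alone without NPY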
Target sequence (P25929 whole entry, looked up): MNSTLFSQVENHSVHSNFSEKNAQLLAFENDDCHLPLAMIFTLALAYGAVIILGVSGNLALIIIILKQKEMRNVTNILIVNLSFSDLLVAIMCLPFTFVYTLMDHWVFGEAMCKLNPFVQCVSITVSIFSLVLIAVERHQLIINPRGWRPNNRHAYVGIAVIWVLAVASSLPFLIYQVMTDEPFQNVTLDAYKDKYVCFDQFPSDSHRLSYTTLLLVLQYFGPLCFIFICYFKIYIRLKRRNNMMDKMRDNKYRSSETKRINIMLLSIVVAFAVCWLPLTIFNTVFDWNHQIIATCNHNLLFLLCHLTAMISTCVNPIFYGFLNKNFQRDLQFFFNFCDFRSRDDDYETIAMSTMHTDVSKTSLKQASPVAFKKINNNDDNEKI
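Benchmarks – high control isoproterenol alone, low control NPY with isoproterenol · Material – HEK293 Y1/CNG channel cell line · Times – dye 3 h, compound 60 min room temperature, stimulation 45 min · Probe or stimulus – NPY (25 nM), isoproterenol (1 µM), Ro 20-1724 (25 µM) · Evaluation – % inhibition of NPY effect · Signal – fluorescence, membrane potential probe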
S1P4 antagonist = S1P4 receptor antagonists, primary screen, cell-based; Sphingosine 1-phosphate receptor 4 (Homo sapiens), O95977; S1P4-expressing cells, antagonist mode, reporter read-out; inhibition, % at 4.98 µM; actives 0.26% (n = 220,000); AID 1510, 2009; in the data active = inhibition above about 29%;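 also: 0% = wells stimulated with agonist and 100% = vehicle wells without agonist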
eIF4E 4G PPI = eIF4E–eIF4G protein interaction inhibitors, primary screen, biochemical, uHTS, TR-FRET, eIF4GI fragment | Eukaryotic translation initiation factor 4E (Mus musculus) + Eukaryotic translation … | TR-FRET eIF4E-eIF4GI(517-606) binding, 2 h | inhibition, % at 21.7 µM | actives 0.37% (n = 220,000);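 active = inhibition above about 30%, limit read from the data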;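 also: 0% = full FRET control wells and 100% = background wells lacking eIF4GI fragment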
EP2 modulator = EP2 receptor modulators, cAMP readout, primary screen, cell-based, HTRF cAMP, PGE2 stimulation. Prostaglandin E2 receptor EP2 subtype (Homo sapiens), P43116. EP2-expressing cells, cAMP HTRF FRET, PGE2 co-stimulation. induction, % at 25 µM. actives 0.83% (n = 260,000);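 active = compounds whose cAMP rise, as percent of the full-agonist control response, exceeds 60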;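 also: rat C6 glioma line stably carrying human EP2 under a CMV promoter; the protocol text gives 20 µM as final concentration; 100% = response of wells given 1 µM PGE2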
NPY1 pot ag = NPY-Y1 receptor potentiators or agonists, primary screen, cell-based | actives 0.37% (n = 220,000) | NPY-Y1 expressing cells, potentiator/agonist activation | activation, % at 3.6 µM | Neuropeptide Y receptor type 1 (Homo sapiens), P25929; in the data active = activation above about 33%, passing the limit was not always enough;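 also: cells stimulated with NPY at EC10 then isoproterenol at EC100; 0% = low agonist plus stimulus and 100% = saturating agonist plus stimulus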
NPY-Y2 PAM-ag = NPY-Y2 potentiators or agonists, primary screen, cell-based; Neuropeptide Y receptor type 2 (Homo sapiens), P49146; cells expressing NPY-Y2, potentiator/agonist read-out; activation, % at 3.6 µM; actives 0.45% (n = 220,000); AID 1359, 2008; in the data active = activation above about 27%;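 also: cells stimulated with NPY near EC25 plus isoproterenol at EC100; 0% = vehicle plus submaximal agonist and 100% = vehicle plus saturating agonist; some results beyond the cut were filed as inactive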
The depositor's hits bear a star; . = not tested or not shown; [ ] = another dose, or the depositor's remark.

SMILES	p97 inhibitor	S1P4 ag	EP2 antag	NPY Y1 blocker	S1P4 antagonist	eIF4E 4G PPI	EP2 modulator	NPY1 pot ag	NPY-Y2 PAM-ag
Cc1cccc2c1CC(C)(C)N=C2C1=C(O)CCCC1=O	5	1.4	9	-3	-14	7	26	-7	-5
C=CCn1c(SCC(=O)c2ccc(OC)cc2)nnc1-c1ccc2c(c1)OCO2	-3	-0.3	8	3	10	-1	-42	-17	-7
CCC(C)[C@H](NC(=O)Nc1ccc2c(c1)OCCO2)C(=O)OC (stereo partly specified)	9	0.5	9	.	-6	1	-6	19	-16
Cc1cc(=O)oc2cc(OCC(=O)N3CCCc4ccccc43)ccc12	1	-0.8	9	8	16	-1[fluorescence artefact?]	-1	-19	-13
CCOc1ccc(N(CC(=O)N2CCc3ccccc32)S(=O)(=O)c2c(C)noc2C)cc1	-5	-1.0	19	8	-5	0	30	4	7
COc1cccc(OC)c1OCCNCCO	1	-0.7	11	1	-2	6[fluorescence artefact?]	22	1	9
NC(=O)c1c(NC(=O)c2cccnc2Cl)sc2c1CCCC2	3	-0.1	7	-6	-9	1[fluorescence artefact?]	-26	11	3
CCO/N=C1\C(=O)N(c2ccccc2)c2ccccc21	1	0.9	4	-2	-11	-2	43	-12	10
NS(=O)(=O)c1cccc(NC(=O)CNC(=O)CC23CC4CC(CC(C4)C2)C3)c1	1	0.6	3	-5	0	0	-17	4	6
CC1(C)Cc2c(c(-c3ccco3)[nH]c(=O)c2C#N)CS1	7	-1.9	15	-5	-1	2	-9	8	9
N/C(=N\OC(=O)COc1ccc(Br)cc1Cl)c1ccccn1	-7	-0.8	7	1	0	-5	-6	4	1
CCCCS(=O)(=O)c1sc2nc(C)cc(C)c2c1N	1	0.3	12	-1	-11	-6	14	-5	5
C=CCn1c(N)cc(=O)nc1SCC(=O)NC(C)c1ccccc1 (stereo unspecified)	-5	1.1	0	0	-1	-1	26	-21	-6
CCN(CC)C(=O)C1CCC(CNS(=O)(=O)c2cccc3cccnc23)CC1 (stereo unspecified)	-7	-0.2	19	-5	-3	3	-11	32	7
Cc1ccc2nc(C)cc(C(=O)Nc3nccs3)c2c1	0	1.1	4	-1	-10	-1	7	-8	5
COCCNC(=O)CCSCc1ccccc1F	3	-0.9	6	1	8	-16	37	7	-12
Cc1cccc(OCc2nc3ccccc3c(=O)n2N)c1	-6	1.3	12	5	-21	0	0	-13	-1
O=C(Cc1ccc(Cl)cc1)NCCS(=O)c1ccc(Cl)cc1 (stereo unspecified)	-4	-2.0	7	1	0	-2	-47	-4	-15
COc1cc(S(=O)(=O)Nc2cccc(C)c2)ccc1NC(=O)c1cccnc1	2	0.4	0	1	-7	16[fluorescence artefact?]	10	7	-8
Cc1cc2ccccc2nc1SCC(=O)NC1CCCCC1	-3	1.4	8	15	-10	-8	70*	-27	-16
Cc1cccc(Oc2ccc(N)cc2)c1	1	-0.5	4	2	9	3[fluorescence artefact?]	4	1	10
Cn1c(-c2ccc3c(c2)OCO3)c(C(=O)O)c(=O)c2ccccc21	3	0.1	6	0	-6	11	-1	-2	-2
O=C1OCC(c2ccccc2)=C1c1ccccc1[N+](=O)[O-]	3	1.3	1	-1	14	2	24	-12	4
CCCCOC(=O)C(C#N)c1nc2ccccc2nc1N1CCOCC1 (stereo unspecified)	1	-0.4	7	7	-2	2	-9	7	13
O=C(C1=C(O)C(=O)N(CCOCCO)C1c1ccccn1)c1cccs1 (stereo unspecified)	3	1.2	8	.	-1	-6	45	6	-6
Going on with the list:
SMILES	p97 inhibitor	S1P4 ag	EP2 antag	NPY Y1 blocker	S1P4 antagonist	eIF4E 4G PPI	EP2 modulator	NPY1 pot ag	NPY-Y2 PAM-ag
CC12COC3(C(N)=O)CC1CCC32C (stereo unspecified)	-3	-1.0	7	-4	6	-3[fluorescence artefact?]	13	-10	0
CC(C)c1ccc(N(CC(=O)NCC2CCCO2)C(=O)Cn2nnc(-c3cccs3)n2)cc1 (stereo unspecified)	-2	-0.7	6	-2	-12	1	10	-24	-12
COc1ccccc1OCCC(=O)OCC(=O)Nc1cc(S(=O)(=O)N(C)C)ccc1Cl	3	0.1	2	-3	3	3	-21	-9	-6
CCOc1ccc2nc(-c3ccccc3)nc(SCC(=O)Nc3ncc(C)s3)c2c1	1	0.3	4	3	-33	-11	44	1	2
Cc1ccc(CSc2nnc(C(F)(F)F)n2Cc2ccc(F)cc2)cc1	-6	3.5	3	11	5	11	-5	-8	-17
CCCc1nc2ccccc2n1CCOc1ccccc1	-3	0.9	11	4	-13	-6	33	8	-12
COc1ccc2nc(NC(=O)c3cc(C)oc3C)sc2c1	-13	-1.3	14	6	23	-4	-9	-6	4
COc1ccc(C(=O)NCc2cn3ccccc3n2)cc1	-3	-0.3	12	-2	-12	-6	10	-14	3
CCOC(=O)/C=C1/N(C)c2ccccc2C1(C)C	0	0.5	3	.	16	-9	-14	21	-11
CCOC(=O)c1sc(=S)n(-c2ccccc2)c1N	2	-0.8	11	-1	-22	1	-6	26	30
CCOC(=O)C(NC(=O)c1cccc(Cl)c1)(Nc1sc2c(c1C(N)=O)CCC2)C(F)(F)F (stereo unspecified)	8	1.0	7	0	-1	-2	23	10	2
COc1c(OC2OC(C(=O)O)C(O)C(O)C2O)cc(O)c2c(=O)cc(-c3ccccc3)oc12 (stereo unspecified)	10	0.6	3	5	-11	0	16	3	7
CCN(CC)CCNC(=O)CS(=O)Cc1nc(-c2ccc(C)cc2)oc1C (stereo unspecified)	-2	-0.3	2	7	-18	-3	-1	-18	-20
Cc1c(O)c(S(=O)(=O)c2ccccc2)c(=O)n(-c2ccccc2)c1-c1ccccc1	2	-0.1	10	5	1	2[fluorescence artefact?]	39	-1	8
O=C(N/N=C/c1c[nH]c2ccccc12)c1ccc2c(c1)OCCO2	10	-0.5	11	.	-1	-3	-43	29	9
CCOC(=O)C1CCN(C(=O)C2CCN(c3nc4ccc(OC)cc4s3)CC2)CC1	-3	0.1	11	-5	-12	2	-2	24	-5
COC(=O)CN(C#N)c1nc(NC(C)C)nc(OC)n1	2	-1.3	4	3	0	6	8	0	16
Cc1ccc(-c2nnc(-c3ccccc3)o2)cc1	-3	0.0	17	17	-17	-1	30	-6	-4
COc1ccc(N(C)C(=O)Cc2c(C(=O)O)[nH]c3ccccc23)c(OC)c1	4	3.0	10	6	-20	2	23	18	5
Fc1cccc(F)c1/C=C/c1ccc2ccccc2n1	-3	10	4	6	-13	4	17	-4	11
COCCNC(=O)C1CC(c2cccc([N+](=O)[O-])c2)=NO1 (stereo unspecified)	4	0.9	10	-2	4	3	-6	16	-3
C/C(=N/NC(=O)CNC(=O)c1cccnc1)c1ccc([N+](=O)[O-])cc1	-3	-0.2	22	7	-22	-1	-25	10	-15
COc1ccc(-c2cc(C(F)(F)F)n3nc(C(=O)NCc4ccco4)cc3n2)cc1	-6	3.9	-7	24*	8	2	20	-34	-16
CCc1ccccc1NC(=S)N(CCN1CCCCC1)Cc1ccco1	-6	1.1	4	3	-25	-2	6	0	-8
Cc1ccc(N/N=C/c2c(C)c(C#N)c(=O)n(C)c2O)cc1C	3	2.8	5	-1	-7	2	-24	3	9
Further entries.
SMILES	p97 inhibitor	S1P4 ag	EP2 antag	NPY Y1 blocker	S1P4 antagonist	eIF4E 4G PPI	EP2 modulator	NPY1 pot ag	NPY-Y2 PAM-ag
Cc1ccc(N=Nc2cc(C)ccc2N)cc1	-13	-0.2	12	.	-12	2	34	31	17
O=C(Nc1ccc(F)cc1)c1cccc(N2C(=O)C3C4CCC(C4)C3C2=O)c1 (stereo unspecified)	-7	1.1	4	3	-26	0[fluorescence artefact?]	-32	-20	2
COC(=O)c1cc(=O)n(CCc2ccccc2F)c(=Nc2ccc(F)c(Cl)c2)s1	-1	-0.3	10	6	-19	-3	14	1	10
CCN(c1ccccc1)S(=O)(=O)c1ccc(Oc2ccc(-n3ccnc3)cc2)nc1	0	0.3	11	11	18	1	-6	-14	-6
CCCn1nnc(NC(=O)c2ccc(F)cc2)n1	-8	0.1	8	1	-14	2	-3	-14	-12
CCCc1nc(NCCO)c(C#N)c2c1CCCC2	-2	3.9	11	.	-13	2	-8	6	16
Cc1cccc(/C=N/NC(=O)CNc2cccc3ccccc23)n1	-1	-0.5	9	-4	-14	1	-45	-13	4
CC(C)c1ccc(NC(=O)C(c2ccccc2)N2CCC3(CC2)OCCO3)cc1 (stereo unspecified)	-2	0.1	14	4	3	-2	7	6	5

Among those listed so far, these contain an aryl methoxy group:
SMILES	p97 inhibitor	S1P4 ag	EP2 antag	NPY Y1 blocker	S1P4 antagonist	eIF4E 4G PPI	EP2 modulator	NPY1 pot ag	NPY-Y2 PAM-ag
C=CCn1c(SCC(=O)c2ccc(OC)cc2)nnc1-c1ccc2c(c1)OCO2	-3	-0.3	8	3	10	-1	-42	-17	-7
COc1cccc(OC)c1OCCNCCO	1	-0.7	11	1	-2	6[fluorescence artefact?]	22	1	9
COc1cc(S(=O)(=O)Nc2cccc(C)c2)ccc1NC(=O)c1cccnc1	2	0.4	0	1	-7	16[fluorescence artefact?]	10	7	-8
COc1ccccc1OCCC(=O)OCC(=O)Nc1cc(S(=O)(=O)N(C)C)ccc1Cl	3	0.1	2	-3	3	3	-21	-9	-6
COc1ccc2nc(NC(=O)c3cc(C)oc3C)sc2c1	-13	-1.3	14	6	23	-4	-9	-6	4
COc1ccc(C(=O)NCc2cn3ccccc3n2)cc1	-3	-0.3	12	-2	-12	-6	10	-14	3
COc1c(OC2OC(C(=O)O)C(O)C(O)C2O)cc(O)c2c(=O)cc(-c3ccccc3)oc12 (stereo unspecified)	10	0.6	3	5	-11	0	16	3	7
CCOC(=O)C1CCN(C(=O)C2CCN(c3nc4ccc(OC)cc4s3)CC2)CC1	-3	0.1	11	-5	-12	2	-2	24	-5
COC(=O)CN(C#N)c1nc(NC(C)C)nc(OC)n1	2	-1.3	4	3	0	6	8	0	16
COc1ccc(N(C)C(=O)Cc2c(C(=O)O)[nH]c3ccccc23)c(OC)c1	4	3.0	10	6	-20	2	23	18	5
COc1ccc(-c2cc(C(F)(F)F)n3nc(C(=O)NCc4ccco4)cc3n2)cc1	-6	3.9	-7	24*	8	2	20	-34	-16

An excerpt; rates above refer to the full screens.
